Assay outcomes (PubChem BioAssay)
RPL19A-GFP yeast: RPL19A-GFP expression modulators in yeast, primary screen, cell-based, S. cerevisiae, multiplex flow cytometry, MLPCN; S. cerevisiae RPL19A-GFP strain, 3 h; stronger effect = lower value; AID 2025, 2009; percent response vs DMSO, % at 10 µM; 330,000 tested, 0.3% active;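 active means percent response vs DMSO below 50%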;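 further: median channel GFP fluorescence of the barcoded RPL19A-GFP strain; ratio of sample median GFP to plate DMSO average so 100% = DMSO; lower means less RPL19A-GFP as with rapamycin TOR inhibition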
AHR act: AHR activators, primary screen, cell-based, luminescence, luciferase reporter, human. Aryl hydrocarbon receptor (Homo sapiens), P35869. AHR-responsive luciferase reporter cells. activation, % at 5 µM. 320,000 tested, 2.5% active. AID 2796, 2010; in the data active means activation above about 47%;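 further: 0% = vehicle wells and 100% = reference agonist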
procasp3 activ: activators of human procaspase-3 D3A mutant, primary screen, biochemical, absorbance, PC-3 D3A mutant, single concentration; Caspase-3 (Homo sapiens), P42574; AID 463141, 2010; activation, % at 8.5 µM; 330,000 tested, 0.11% active; recombinant procaspase-3 D3A, Ac-DEVD-pNA absorbance 405 nm;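 active means activation above the mean of all tested compounds plus 3 SD, cut at about 21% in these data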;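 further: 0% = DMSO alone and 100% = DMSO wells spiked with extra 5 µM PC-3 D3A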
Target sequence (P42574 whole entry D9A/D28A/D175A): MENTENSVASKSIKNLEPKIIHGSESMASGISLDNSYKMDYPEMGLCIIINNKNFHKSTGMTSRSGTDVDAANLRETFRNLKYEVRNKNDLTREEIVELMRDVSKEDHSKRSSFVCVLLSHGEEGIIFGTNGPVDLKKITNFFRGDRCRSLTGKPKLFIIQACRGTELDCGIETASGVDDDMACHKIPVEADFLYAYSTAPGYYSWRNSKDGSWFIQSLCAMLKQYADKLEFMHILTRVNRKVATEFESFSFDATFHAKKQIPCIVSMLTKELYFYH
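material = Procaspase-3 D3A mutant | probe or stimulus = Ac-DEVD-pNA | compound = single dose, 8.5 µM nominal compound, 0.8% DMSO | timing = 1 h preincubation, 2 h reaction | measured by = 405 nm absorbance of p-nitroaniline, reads at 0 and 120 min | benchmarks = DMSO-only low control, 5 µM PC-3 D3A high control | repeats = singlicate, each compound tested once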
LAP4-GFP MLPCN: modulators of LAP4-GFP expression in yeast, primary screen, S. cerevisiae, multiplex flow cytometry, MLPCN library; 320,000 tested, 0.34% active; 3 h; median GFP as percent of DMSO wells; GFP response vs DMSO, % at 10 µM; AID 2023, 2009;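 active means GFP response vs DMSO above a set limit, about the screen mean plus 3 SD, cut at about 150% in these data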
CR mimetic SO: reduction of superoxide in aged yeast, primary screen, HTS. S. cerevisiae aged cells, superoxide DHE fluorescence; stronger effect = lower value. superoxide response (% of plate mean), % at 10 µM. 330,000 tested, 0.18% active. AID 2690, 2010;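 active means superoxide response under a set limit, about three screen SD below normal, cut at about 65% in these data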;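 further: yeast aged for seven days with compound at 30 °C before DHE staining; 100% = average MFI of all compound-treated wells on the plate with controls excluded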
procasp7 counter: procaspase-7 activators, primary screen, counter-screen for procaspase-3 activator project, biochemical, absorbance, HTS, human. Caspase-7 (Homo sapiens), P55210. recombinant procaspase-7, Ac-DEVD-pNA absorbance 405 nm; D23A/D198A/D206A triple mutant, cannot self-cleave; scale: DMSO 0, 5 µM enzyme 100. activation, % at 8.5 µM. 330,000 tested, 0.093% active. AID 463210, 2010;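 active means percent activation above the screen-wide mean plus 3 SD, cut at about 25% in these data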
Target sequence (P55210 whole entry D23A/D198A/D206A): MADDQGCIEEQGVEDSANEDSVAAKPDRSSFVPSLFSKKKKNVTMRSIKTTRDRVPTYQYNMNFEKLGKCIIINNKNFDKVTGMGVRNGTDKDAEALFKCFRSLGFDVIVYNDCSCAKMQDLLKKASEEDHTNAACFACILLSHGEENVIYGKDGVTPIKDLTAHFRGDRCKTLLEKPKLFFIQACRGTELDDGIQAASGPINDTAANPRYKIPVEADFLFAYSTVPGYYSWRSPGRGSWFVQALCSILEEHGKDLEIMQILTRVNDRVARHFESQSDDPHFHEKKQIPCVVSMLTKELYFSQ
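buffer or medium = Zinc-free HEPES/NaCl buffer, pH 7.4 | material = Procaspase-7 triple mutant (PC-7 D3A) | input = 2 µM procaspase-7 mutant as dispensed | signal = Epi-absorbance of released pNA at 405 nm, two timepoints | timing = 1 h preincubation, 2 h reaction | replicates = singlicate compound testing | evaluation = % activation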
MEP2 TOR yeast: modulators of MEP2-GFP levels in yeast, primary screen, S. cerevisiae, multiplex flow cytometry, MLPCN library; S. cerevisiae MEP2-GFP strain, 3 h; 100% = DMSO control level; 330,000 tested, 0.51% active; AID 2016, 2009; GFP response vs DMSO, % at 10 µM;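 active means GFP response versus DMSO above a set limit, roughly screen mean plus 3 SD, cut at about 180% in these data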;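 further: median GFP fluorescence of the barcode-gated MEP2-GFP cells per well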
GASC-1 inh: inhibitors of GASC-1 histone demethylase, primary screen, biochemical, fluorescence, DELFIA europium; Lysine-specific demethylase 4C (Homo sapiens), Q9H3R0; GST-JMJD2C(1-420) H3K9me3 demethylation; inhibition, % at 2.35 µM; 330,000 tested, 0.069% active;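 active means more than half of a compound's replicate wells show inhibition beyond 50%, single wells judged on their own value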;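 further: signal counts dimethyl H3K9 product captured on neutravidin plate; 0% = median of DMSO wells and 100% = 0.3 times that DMSO median; strong numbers were not always called active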
Target sequence (Q9H3R0 1-420 limits assumed): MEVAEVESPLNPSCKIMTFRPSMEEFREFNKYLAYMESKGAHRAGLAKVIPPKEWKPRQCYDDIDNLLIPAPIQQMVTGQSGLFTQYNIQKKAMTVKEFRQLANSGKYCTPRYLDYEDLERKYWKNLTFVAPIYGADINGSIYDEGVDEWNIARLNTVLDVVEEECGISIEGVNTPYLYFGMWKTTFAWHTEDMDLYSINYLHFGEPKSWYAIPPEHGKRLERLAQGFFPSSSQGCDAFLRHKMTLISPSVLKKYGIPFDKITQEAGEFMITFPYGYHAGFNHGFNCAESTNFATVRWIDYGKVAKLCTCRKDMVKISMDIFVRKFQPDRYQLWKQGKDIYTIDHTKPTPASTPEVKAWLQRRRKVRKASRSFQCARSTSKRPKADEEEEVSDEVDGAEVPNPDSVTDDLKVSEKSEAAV
Starred values were filed as active, the others as inactive; . = no result given; [ ] = dose if it differs, or a comment.

SMILES	RPL19A-GFP yeast	AHR act	procasp3 activ	LAP4-GFP MLPCN	CR mimetic SO	procasp7 counter	MEP2 TOR yeast	GASC-1 inh
Cc1cccc(C(=O)NNC(=O)C2CCN(C(=O)OC(C)(C)C)CC2)c1	101	-1	4	105	88	-1	107	-1
COC(=O)C1=C(C)N(C)C(=S)NC1c1ccccc1 (stereo not drawn)	104	-1	4	95	106	-1	106	-8
C=CCn1c(Oc2cccc(C)c2)nc2c1c(=O)n(C)c(=O)n2C	98	12	6	93	110	11	87	-15
Cc1ccc(NC(=O)c2ccc(NCCCN3CCOCC3)c([N+](=O)[O-])c2)cc1Cl	98	3	8	85	101	21	99	1
COc1ccccc1N1CCN(C(=O)c2cccc(Oc3ccccc3)c2)CC1	89	6	6	89	104	6	92	-6
CNc1ccc(S(=O)(=O)NCC(=O)OC(C)C(=O)N(C)Cc2ccccc2)cc1[N+](=O)[O-] (stereo not drawn)	93	0	0	96	104	-5	93	16
COc1cc2c(cc1OC)CN(S(=O)(=O)c1cccc(F)c1)CC2	110	1	7	108	97	-5	105	1
CCOc1ccc(NC(C(=O)Nc2cccc(C(C)=O)c2)c2ccccc2)cc1 (stereo not drawn)	104	13	-9	92	111	-6	96	6
COc1ccc(C2CC(=O)c3cnc(NC(=O)c4cccc(OC)c4)nc3C2)cc1 (stereo not drawn)	97	5	-5	100	113	6	99	-4
Cc1cccc(C)c1N(Cc1ccccc1F)S(C)(=O)=O	103	3	-3	110	106	0	97	11
O=c1cc(-c2ccccc2)nc2nc(SCc3ccccc3)[nH]n12	104	3	9	100	104	7	101	2
COc1cc(-c2cc(=O)c3c(O)c(OC)c(OC)cc3o2)cc(OC)c1O	96	4	2	100	88	0	100	-3
C[C@H](CO)N1C[C@H](C)[C@@H](CN(C)S(=O)(=O)c2ccccc2)Oc2ccc(NC(=O)NC3CCCCC3)cc2C1=O	93	-2	1	88	113	10	93	7
CC(=O)c1ccc(-c2cccc(-c3nc4ccccn4c3NC3CCCCC3)c2)cc1	87	29	-5	124	91	-2	96	-4
CC1=C(C(=O)O)N2C(=O)C(NC(=O)c3nn(C)cc3[N+](=O)[O-])C2SC1 (stereo not drawn)	91	1	-6	94	102	-4	97	-5
O=C(COc1ccccc1)c1cn(CC(=O)N2CCOCC2)c2ccccc12	103	1	-2	105	104	5	112	-2
C=CCn1c(=O)c(C(=O)Nc2cc(C)ccn2)c(O)c2ccccc21	100	11	0	84	106	-4	103	-9
CCCc1nnc(SCC(=O)O)n1/N=C/c1ccc2c(c1)OCO2	101	18	10	101	98	-2	107	-25
CN1C(=O)NC(c2cccc(F)c2)C2=C1CC(C)(C)CC2=O (stereo not drawn)	108	0	5	91	105	11	108	-26
Cc1cc(C(=O)OCC(=O)Nc2cc(S(=O)(=O)N(C)C)ccc2Cl)c2ccccc2n1	92	-2	1	96	105	1	96	4
Cc1c(C(Nc2ccccn2)c2ccc(Cl)cc2)c(=O)n(-c2ccccc2)n1C (stereo not drawn)	100	4	1	97	107	-8	102	3
c1cncc(C2Nc3ccccc3-c3nc4ccccc4n32)c1 (stereo not drawn)	95	43	-2	102	93	-2	102	7
COc1cc(C(=O)NC(=S)Nc2ccc([N+](=O)[O-])cc2C)cc(OC)c1OC	106	10	-4	106	106	2	107	12
COc1cccc(NS(=O)(=O)c2cc3c4c(c2)CCC(=O)N4CCC3)c1	100	-2	5	118	88	9	96	16
O=C(NNC(=O)c1ccncc1)NC1CCCCC1	94	-1	-1	80	94	4	84	-14
CCOc1ccc(N2CC(C(=O)Nc3ccccc3F)CC2=O)cc1 (stereo not drawn)	101	0	-1	97	100	11	103	5
O=C(c1ccc(N2CCN(C(=O)c3ccccc3Br)CC2)cc1)c1cccc(F)c1	101	5	4	97	117	13	103	10
O=C1c2ccccc2C(=O)N1CCC#Cc1ccc2cc(CCO)oc(=O)c2c1	102	-5	9	103	100	1	89	2
COC(=O)c1cccc(C(=O)Oc2cccc(Br)c2)n1	98	2	-2	100	87	-3	95	1
O=c1[nH]c(SCc2ccccc2Cl)nc2[nH]ncc12	114	33	0	98	90	-1	107	3
CC(OC(=O)c1ccc(Cl)c([N+](=O)[O-])c1)C(=O)N1CCN(Cc2ccccc2)CC1 (stereo not drawn)	98	-1	6	103	93	1	94	-6
COC(=O)c1c(NC(=O)c2ccc([N+](=O)[O-])o2)sc2c1CCN(C(C)C)C2	81[may fluoresce violet]	4	8	97[may fluoresce violet]	99	-9	141[may fluoresce violet]	-3
CC1CN(C(=O)c2cc3cc(Cl)ccc3[nH]2)CC(C)O1 (stereo not drawn)	97	20	6	98	83	3	107	2
Cc1ccc2nc(-c3ccccn3)cc(C(=O)NCCc3ccc(F)cc3)c2c1	101	2	5	98	107	2	136	0
Cn1c(CO)c(-c2ccccc2)c2cc([N+](=O)[O-])ccc21	98	6	7	103	109	-3	102	-6
Cc1cccc(-c2nc(Nc3ccc(O)cc3)c3ccccc3n2)c1	100	41	6	97	98	3	101	-4

Arranged by the number under LAP4-GFP MLPCN (high to low): 3 of the compounds above
Molecule	RPL19A-GFP yeast	AHR act	procasp3 activ	LAP4-GFP MLPCN	MEP2 TOR yeast	GASC-1 inh
Cn1c(CO)c(-c2ccccc2)c2cc([N+](=O)[O-])ccc21	98	6	7	103	102	-6
O=c1[nH]c(SCc2ccccc2Cl)nc2[nH]ncc12	114	33	0	98	107	3
Cc1cccc(-c2nc(Nc3ccc(O)cc3)c3ccccc3n2)c1	100	41	6	97	101	-4

Part of the list above, as comma-separated lines:
mol,RPL19A-GFP yeast,AHR act,procasp3 activ,LAP4-GFP MLPCN,CR mimetic SO,procasp7 counter,MEP2 TOR yeast,GASC-1 inh
Cc1ccc(NC(=O)c2ccc(NCCCN3CCOCC3)c([N+](=O)[O-])c2)cc1Cl,98,3,8,85,101,21,99,1
COc1ccccc1N1CCN(C(=O)c2cccc(Oc3ccccc3)c2)CC1,89,6,6,89,104,6,92,-6

Going on with the list:
SMILES	RPL19A-GFP yeast	AHR act	procasp3 activ	LAP4-GFP MLPCN	CR mimetic SO	procasp7 counter	MEP2 TOR yeast	GASC-1 inh
CCOc1ccc(N=C(C)c2ccccc2O)cc1	105	0	-1	75	96	0	106	4
O=C(O)C1CSC(c2coc3ccccc3c2=O)N1 (stereo not drawn)	96	13	-17	101	96	-18	86	2
O=C(NCC(c1ccco1)N1CCN(c2ccccc2)CC1)c1cccs1 (stereo not drawn)	107	1	0	101	96	10	109	-11
CC(NC(=O)c1ccccc1Cl)C1COc2ccccc2O1 (stereo not drawn)	100	10	-6	112	91	-1	103	4
COc1ccccc1CNN	97	25	8	103	99	-1	110	-23
CCOc1ccc(-n2cc(C(=O)Nc3cccc(Cl)c3)c3cc(OC)c(OC)cc3c2=O)cc1	98	0	6	.	114	-7	95	-4
O=C(OCC(=O)C12CC3CC(CC(C3)C1)C2)c1cccnc1Cl	104	0	-5	104	106	2	103	4
Cc1cc(NC(=O)CCN2CCC(C(N)=O)CC2)ccc1Br	107	0	-7	109	117	3	107	27
Cc1nc2cc(-n3ccc(=O)cc3)ccc2n1-c1ccccc1	103	-1	-1	96	125	0	102	-6
CCOC(=O)C(C)Sc1nc(=O)n2ccccc2n1 (stereo not drawn)	94	2	0	97	87	7	100	3
CCOc1cc(C(=O)Nc2cc(C)ccn2)cc(OCC)c1OCC	100	17	-2	98	105	8	103	0
O=C(Cc1cccs1)N=Nc1c(O)[nH]c2ccc(Br)cc12	104	23	5	106	95	-18	109	-6
COc1ccc(CC(=O)NNS(=O)(=O)c2cccc([N+](=O)[O-])c2)cc1OC	102	-2	10	96	100	8	97	-2
CCN(CC)S(=O)(=O)c1ccc(C(=O)NNC(=O)C2CCN(S(=O)(=O)c3ccc(Cl)cc3)CC2)cc1	105	-1	0	93	102	9	95	-5
CC(C)(C)NC(=O)C(c1cccs1)N(C(=O)c1csnn1)c1cccc(F)c1 (stereo not drawn)	101	-3	8	88	89	3	99	5
Cc1ccccc1-c1noc(-c2cccs2)n1	101	19	3	80	103	-3	91	-10
CCCCOc1ccc(C(=O)N/N=C/c2ccc(OCCN3CCCCC3)c(OC)c2)cc1	101	0	-6	97	92	-4	103	5
COc1ccccc1C(CC(=O)Nc1ccc(C)c(C)c1)c1ccc(OC(C)C)cc1 (stereo not drawn)	101	1	-6	94	98	-4	105	4
CCN(CC)C(=O)c1sc(NC(=O)Cc2ccccc2)c(C#N)c1C	108	1	0	117	90	10	108	17
O=C(Nc1cc([N+](=O)[O-])ccc1F)c1ccc2c(c1)OCCO2	113	3	11	97	128	-9	116	5
COCCN(CCOC)S(=O)(=O)c1ccc(C(=O)Nc2nc(-c3ccccc3)c(C(=O)c3ccccc3)s2)cc1	103	-3	0	105	96	7	106	0
CCOc1cccc(NC(=O)CSc2nncn2N)c1	100	4	-5	94	81	3	99	3
Cc1cc(NC(=O)c2noc3c2CCCC3)n(-c2ccccc2)n1	97	11	0	107	118	-14	98	6
Cc1nc(C)c(Oc2ccc(Cl)cc2Cl)c(=O)[nH]1	102	0	10	102	100	5	100	6
CCn1nc(NC(=O)c2ccco2)c2cc3ccc(C)cc3nc21	96	13	-8	107	106	-7	110	16
CS(=O)(=O)c1ccc(-c2cccc(NC(=O)c3ccc(Br)o3)c2)nn1	87	45	6	91	105	7	88	-11
COc1ccc(S(=O)(=O)NCCC(=O)Nc2ccc(C)cc2)cc1	92	2	4	98	87	8	107	-27
CCOc1ccc(N(Cc2ccc(C(=O)O)cc2)S(=O)(=O)c2ccc(C)cc2)cc1	103	-2	0	95	82	-2	102	-1
COC(=O)NCC(c1ccco1)N1CCN(c2ccccc2)CC1 (stereo not drawn)	98	1	3	116	106	2	111	4
O=c1[nH]c2ccccc2nc1NCc1ccccc1	102	-7	3	92	100	4	98	-11
CN(Cc1ccc(Cl)c(Cl)c1)C(=O)CN1C(=O)NC2(CCCC2)C1=O	99	-3	8	105	105	-6	97	-1
C=CCN(CC=C)c1ccc(N2C(=O)C3CCCCC3C2=O)cc1[N+](=O)[O-] (stereo not drawn)	102	4	-5	100	104	4	102	3
Cn1c(CSc2nc3ccccc3s2)n[nH]c1=S	94	4	-7	94	100	-24	101	-12
CCCn1c(=O)c(Br)cn(-c2ccccc2C)c1=O	97	19	-4	104	94	13	98	9
O=C(CCC(=O)N1CCN(c2cccc(Cl)c2)CC1)N1CCN(c2ccccc2)CC1	100	2	-5	106	102	2	112	-13
CCCOc1ccc(N2CC(C(=O)NC(C)C)CC2=O)cc1 (stereo not drawn)	104	12	9	113	100	9	105	-4
CC(C)(C)Nc1nc(Nc2ccc([N+](=O)[O-])cc2)nc(NC(C)(C)C)n1	100	1	-1	77	98	0	102	3
CCOC(=O)C1CCN(CC(C)(C)NS(=O)(=O)c2ccc(C)cc2)CC1	99	0	4	89	90	3	105	-13

Compounds were not picked by outcome; any-hit rate near 3.8%.
